APEX1 inh – APE1 (human) endonuclease inhibition; P27695; recombinant APE1, TAMRA/BHQ-2 abasic DNA cleavage fluorescence; Potency, µM (doses to about 65.8 µM), inactives show at the highest dose activity change, negative = inhibition, actives largely listed as inhibitors; 350,000 compounds, 0.35% hits; AID 2517;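 note: potency is the fitted concentration of half-maximal effect; plate controls were vehicle for no effect and reference inhibitor for full effect; nearly all actives have a fitted effect of over 55% in size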
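Incision of a quenched TAMRA/BHQ-2 THF abasic-site duplex (50 nM) by 0.75 nM APE1, after 15 min compound preincubation, measured as fluorescence increase over three 60 s reads. Values normalized to buffer, DMSO and NSC13755 control wells.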
Pol eta inh – DNA polymerase eta (human) inhibition; recombinant Pol eta, fluorescent DNA replication assay; Q9Y253; 390,000 compounds, 1.2% hits; Potency, µM (top dose mostly 114 µM), for the others: at the highest dose activity change, negative = inhibition, most hits filed as inhibitors; note: potency is the fitted concentration of half-maximal effect; % is set by controls: 0 for no effect and ±100 for the full control effect
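Fluorescent replication assay: 50 nM final substrate added after a 15 min room-temperature compound preincubation with 10 nM enzyme. Signal taken at 0 min and again at 10 min.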
Pol beta inh – inhibitors of human DNA polymerase beta; 340,000 compounds, 1.3% hits; Pol beta primer extension/strand displacement, fluorescence kinetic; P06746; AID 485314; Potency, µM (series often up to 114 µM), for the others: at the highest dose activity change, negative = inhibition, usual class: inhibitors; note: potency is the fitted concentration of half-maximal effect; % is set by controls: 0 for no effect and ±100 for the full control effect
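10 nM enzyme + cpd, 15 min RT; start with substrate 50 nM final; read 0 min and after 10 min RT. Corrected, normalized data; 4-parameter Hill curve fit.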
Pol kappa inh – DNA polymerase kappa (human) inhibition; 400,000 compounds, 0.53% hits; Potency, µM (top dose mostly 107 µM), inactives show top-dose activity, negative = inhibition, most hits filed as inhibitors; Q9UBT6; purified Pol kappa, fluorescent DNA synthesis assay, 10 min; note: potency is the fitted concentration of half-maximal effect; % is set by controls: 0 for no effect and ±100 for the full control effect
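Pol kappa 10 nM + cpd, 15 min RT; start w/ substrate 50 nM final; fluorescence kinetic read, 0 and 10 min. Neg ctrl: buffer, no enzyme.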
ERG-DNA inh – ERG Ets/DNA interaction inhibition. P11308. fluorescence polarization, His-ERG Ets domain / labelled DNA. Potency, µM (titrated, usually from 76.9 µM), for inactives: top-dose FP activity, negative = inhibition, usual class: inhibitors. 370,000 compounds, 0.028% hits. AID 624246; active = well fitted inhibition curve with a large enough effect in the polarisation, with a control signal flat; inconclusive = small, poorly fitted or top-dose-only effect, or effect the other way, or a change in a side signal; inactive = no such curve, though single readings can be large or run the other way; the % refers to the polarisation;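 note: polarization taken with two DNA probes labelled with fluorescein and Texas red; potency is the fitted concentration of half-maximal effect; % of control where 0% means no effect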
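His-tagged ERG Ets domain (1 uM in the protein solution; 300mM KCl, 50mM Tris-HCl, 1mM EDTA, 1mM DTT, pH 7.5) received compound, then a probe mix of 5 nM fluorescein-DNA and 100nM Texas-615-DNA. Fluorescence polarization was read for both dyes.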
RGS4 inhibitor – blocks human RGS4-accelerated GTP hydrolysis. P49798. AID 504845. Transcreener GDP fluorescence polarization, RGS4-accelerated GTP hydrolysis. 390,000 compounds, 0.039% hits. Potency, µM (highest dose often 114 µM), for the others: at the highest dose activity change, negative = inhibition, hits mostly inhibitors; note: potency is the fitted concentration of half-maximal effect; % is set by controls: 0 for no effect and ±100 for the full control effect; nearly all actives have a fitted effect of over 75% in size; some results filed as inactive show a strong effect at the top dose
Target sequence (P49798 whole entry, looked up): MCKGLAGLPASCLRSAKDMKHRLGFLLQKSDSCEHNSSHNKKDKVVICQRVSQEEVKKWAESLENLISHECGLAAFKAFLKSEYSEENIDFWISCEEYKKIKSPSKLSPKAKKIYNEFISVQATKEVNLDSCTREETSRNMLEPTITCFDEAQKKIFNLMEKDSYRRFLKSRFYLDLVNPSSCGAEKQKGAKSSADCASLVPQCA
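MLSMR compounds (23 nl, pin-transferred) preincubated 10 min at room temperature with a 500nM (2x) first reagent, then RGS4 at 900nM (2x) plus Transcreener GDP mix added; fluorescence polarization (620/688 nm) read before and after 90 min at 30 °C.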
LDHA inh – LDHA (human) enzyme inhibition | activity change, % (values are at about 110 or 230 µM) | purified LDHA, NADH/diaphorase-resazurin fluorescence; hits give low values | 480,000 compounds, 0.15% hits | P00338; in the data active = activity change below about -30%; inconclusive = mostly about -25% to -30%;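 note: plate controls were DMSO wells for no effect and wells without enzyme for full effect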
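Enzyme activity of human lactate dehydrogenase 5 (2 nM; 0.06 mM NADH, 0.2 mM pyruvate, 5 min, RT) is measured via a resazurin/diaphorase fluorescence readout of residual NADH.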
ALOX12 inh – blocks human arachidonate 12S-lipoxygenase. P18054. purified 12hLO, xylenol orange hydroperoxide absorbance. Potency, µM (series often up to 108 µM), without a hit: top-dose activity change, negative = inhibition, usual class: inhibitors. 580,000 compounds, 1.1% hits. AID 1671190; note: potency is the fitted concentration of half-maximal effect; % is set by controls: 0 for no effect and ±100 for the full control effect
Target sequence (P18054 whole entry, looked up): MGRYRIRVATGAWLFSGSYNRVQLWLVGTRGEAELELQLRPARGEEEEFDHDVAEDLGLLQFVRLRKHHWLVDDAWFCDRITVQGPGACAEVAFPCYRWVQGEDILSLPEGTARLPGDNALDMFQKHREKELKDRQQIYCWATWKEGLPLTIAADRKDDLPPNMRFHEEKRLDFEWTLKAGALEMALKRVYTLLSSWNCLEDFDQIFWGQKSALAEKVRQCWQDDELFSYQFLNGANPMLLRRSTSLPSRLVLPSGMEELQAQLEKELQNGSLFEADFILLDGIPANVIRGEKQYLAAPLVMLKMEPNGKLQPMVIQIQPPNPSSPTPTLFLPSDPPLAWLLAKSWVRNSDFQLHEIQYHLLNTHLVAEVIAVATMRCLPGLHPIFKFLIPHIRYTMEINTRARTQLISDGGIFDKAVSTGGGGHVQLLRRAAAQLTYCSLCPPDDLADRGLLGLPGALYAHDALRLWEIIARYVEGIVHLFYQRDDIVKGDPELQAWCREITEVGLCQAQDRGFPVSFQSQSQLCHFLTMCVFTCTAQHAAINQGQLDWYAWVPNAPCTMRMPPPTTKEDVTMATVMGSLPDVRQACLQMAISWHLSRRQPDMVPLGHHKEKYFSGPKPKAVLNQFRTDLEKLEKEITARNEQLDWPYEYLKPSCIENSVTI
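Purified human 12hLO at 150 nM in 25 mM Hepes, 0.01% Triton X-100, pH 7.0, preincubated 15 min at room temperature with compound. Reaction started with 40 uM arachidonic acid, 30 min at room temperature. Hydroperoxide measured by Fe-xylenol orange, 573/405 nm absorbance ratio.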
Anesthetic bind – binds horse apoferritin like a general anesthetic; P02791; 350,000 compounds, 0.074% hits; apoferritin/1-aminoanthracene competitive binding, fluorescence; Potency, µM (series often up to 77.5 µM), inactives show top-dose activity change, negative = displacement, most hits filed as inhibitors; note: potency is the fitted concentration of half-maximal effect; % is set by controls: 0 for no effect and ±100 for the full control effect; nearly all actives have a fitted effect of over 20% in size
Target sequence (P02791 2-175 limits assumed): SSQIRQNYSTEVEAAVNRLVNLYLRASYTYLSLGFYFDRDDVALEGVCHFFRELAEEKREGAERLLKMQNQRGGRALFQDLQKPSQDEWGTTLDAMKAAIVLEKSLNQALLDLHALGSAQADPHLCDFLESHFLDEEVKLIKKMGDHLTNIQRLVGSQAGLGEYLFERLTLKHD
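Steps: apoferritin (10 uM) was premixed with half-saturated 1-AMA in PBS, compounds were pin-transferred, plates stood 10 min at room temperature, fluorescence was read at 380/535 nm, and curves were fitted with a Hill equation.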
* hit, by the source's call; ? = inconclusive; . = not tested or not shown; [ ] = another dose, or the depositor's remark. Unless noted, calls come from the whole dose curve; as a rule, active = well fitted curve in the direction sought with a large enough effect; inconclusive = small, poorly fitted or top-dose-only effect, or another doubt; inactive = no such curve, though single readings can be large; an effect the other way counts as inactive or inconclusive. Not all compounds are listed; rates above refer to the full screens.

#	structure	Pol eta inh	Pol beta inh	APEX1 inh	LDHA inh	ERG-DNA inh
1	COc1ccccc1CN1CCNC(=O)C1=O	-16%	18%	.	-5	-1%
2	c1cc(C(c2nnnn2C2CCCCC2)N2CCN3CCCC3C2)ccn1 (centres undefined)	-7%	26%	9%	-7	.
3	CNCc1cc2ccc(C)cc2[nH]c1=O	-8%	8%	-1%	-1	-1%
4	Cc1csc(=O)n1CC(=O)Nc1ccc(S(C)(=O)=O)cc1	-19%	.	15%	-4	-1%
5	CCOc1ccc(CCNC(=O)COC(=O)c2ccc3c(c2)OCCO3)cc1OCC	-12%	.	3%	-7	-1%
6	COc1ccc(S(=O)(=O)NCc2cccnc2)cc1C	-16%	15%	1%	-15	11%
7	Cc1nc(S/C(=C/c2ccc(-c3cccc(Cl)c3)o2)C(=O)O)n[nH]1	?	3%	-2%	3	-4%
8	COc1cc(-c2nnc3sc(C4CCCCC4)nn23)cc(OC)c1OC	7%	-5%	1%	3	7%
9	O=C(NCCCN1CCCC1=O)c1sc2ccccc2c1Cl	-14%	4%	-20%	-2	-3%
10	O=C(O)c1ccc(S(=O)(=O)NC2CCCCC2)cc1	7%	0%	2%	-16	4%

#	Pol kappa inh	RGS4 inhibitor	Anesthetic bind	ALOX12 inh
1	-5%[60.1 µM]	-11%	44%[activator]	?
2	-3%	-2%	2%	10%
3	1%	-23%	-6%	6%
4	-1%	-7%	.	-31%
5	3%	12%	.	-18%
6	-3%	-4%	-11%	-2%
7	-14%	-20%	-5%	0%
8	-13%	18%	-9%	.
9	-13%	-9%	-8%	448%[activator]
10	-10%	32%	-10%	?

More results follow:
#	structure	Pol eta inh	Pol beta inh	APEX1 inh	LDHA inh	ERG-DNA inh
11	CC(C)c1csc(CN2CCC(CCC(=O)NCC3CCCO3)CC2)n1 (centres undefined)	-4%	52%	-2%	-5	-17%
12	CC(c1ccon1)N(C)Cc1cn[nH]c1-c1ccc(-c2ccccc2)cc1 (centres undefined)	-4%	-16%	-3%	-1	-6%
13	Cc1onc(-c2ccccc2)c1C(=O)N1CCN(S(=O)(=O)c2ccccc2Br)CC1	-10%	8%	25%	-12	-3%
14	CCOC(=O)/C=C/C(=O)OCC(=O)Nc1ccc(Cl)cc1Cl	-19%	-21%	-2%	-15	-2%
15	CC(=O)NC(=S)Nc1ccc(NC(=O)c2cccnc2Cl)cc1	-6%	6%	10%	0	-11%
16	Cn1c(=O)c2c(ncn2Cc2nnc(N)s2)n(C)c1=O	-22%	5%	0%	-6	0%
17	COc1cc(OC)cc(C(=O)N[C@H](C(=O)OCc2cc(=O)oc3cc(C)ccc23)C(C)C)c1	?	-8%	-5%	1	12%
18	Clc1ccc(-c2noc3ncnc(N4CCCCC4)c23)cc1	-25%	3%	.	1	0%
19	CC(C)CCn1c(O)c(N=NC(=O)c2ccco2)c2ccccc21	-15%	0%	7%	-6	-3%
20	CCN(Cc1cc(OC)c(OC)c(OC)c1)C(=S)Nc1cccc(SC)c1	-19%	1%	-4%	-4	-7%

#	Pol kappa inh	RGS4 inhibitor	Anesthetic bind	ALOX12 inh
11	-10%	30%	-4%	439%[activator]
12	-12%	8%[11.4 µM]	-11%	0%
13	-2%	-3%	-10%	-29%
14	4%	-32%	-10%	-5%
15	-8%	-27%	-5%	-7%
16	-13%	-6%	-1%	1%
17	-5%	-12%	6%	-9%
18	-17%	-1%	-6%	-24%
19	-9%	23%	-3%	-20%
20	-10%	-7%	-9%	338%[activator]

Ordered by heavy-atom count (falling): 6 of the compounds above
#	structure	Pol eta inh	Pol beta inh	APEX1 inh	LDHA inh	ERG-DNA inh
17	COc1cc(OC)cc(C(=O)N[C@H](C(=O)OCc2cc(=O)oc3cc(C)ccc23)C(C)C)c1	?	-8%	-5%	1	12%
13	Cc1onc(-c2ccccc2)c1C(=O)N1CCN(S(=O)(=O)c2ccccc2Br)CC1	-10%	8%	25%	-12	-3%
12	CC(c1ccon1)N(C)Cc1cn[nH]c1-c1ccc(-c2ccccc2)cc1 (centres undefined)	-4%	-16%	-3%	-1	-6%
15	CC(=O)NC(=S)Nc1ccc(NC(=O)c2cccnc2Cl)cc1	-6%	6%	10%	0	-11%
14	CCOC(=O)/C=C/C(=O)OCC(=O)Nc1ccc(Cl)cc1Cl	-19%	-21%	-2%	-15	-2%
16	Cn1c(=O)c2c(ncn2Cc2nnc(N)s2)n(C)c1=O	-22%	5%	0%	-6	0%

#	Pol kappa inh	RGS4 inhibitor	Anesthetic bind	ALOX12 inh
17	-5%	-12%	6%	-9%
13	-2%	-3%	-10%	-29%
12	-12%	8%[11.4 µM]	-11%	0%
15	-8%	-27%	-5%	-7%
14	4%	-32%	-10%	-5%
16	-13%	-6%	-1%	1%

Remaining list, next part:
#	structure	Pol eta inh	Pol beta inh	APEX1 inh	LDHA inh	ERG-DNA inh
21	CCC(=O)c1ccccc1OCCN1CCN(CC)CC1	-9%	8%	-4%	-17	-8%
22	COc1cccc(CNC(=O)COC(=O)C2CCN(c3ccc(C(F)(F)F)cn3)CC2)c1	-21%	.	16%	2	.
23	COc1cccc(CNC(=O)CCC2CCCN(C(=O)c3ccoc3C)C2)c1 (centres undefined)	-16%	11%	1%	-16	1%
24	CCOc1ccc(CCNC(=O)c2cccc(-n3c(C)nc4cccnc43)c2)cc1	-14%	14%	.	-7	1%
25	CCc1ccc(NC(=O)C2CCCN2S(=O)(=O)c2ccc3c(c2)CCCC(=O)N3)cc1 (centres undefined)	-8%	-20%	.	0	-3%
26	COC(=O)c1cc(OC)c(OC)cc1NC(=O)c1cccc(C)c1	-3%	-27%	5%	-6	-5%
27	Cc1ccc(NC(=O)COC(=O)Cn2ccc(C(F)(F)F)n2)cc1Cl	-17%	.	29%	1	-3%
28	O=C(/C=C/c1ccccc1)NC(NC(=S)Nc1cc(Cl)ccc1Cl)C(Cl)(Cl)Cl (centres undefined)	-9%	22%	-3%	-2	-3%
29	CC(C)(C)N(Cc1ccccc1)C(=O)COC(=O)c1cccc([N+](=O)[O-])c1	-6%	4%	0%	0	4%
30	COc1cc(C2C=C(Nc3ccccc3)C(=O)N2c2ccccc2)ccc1O (centres undefined)	-6%	0%	2%	4	14%

#	Pol kappa inh	RGS4 inhibitor	Anesthetic bind	ALOX12 inh
21	4%	-58%[56.9 µM]	-5%	-19%
22	-11%	-22%	.	315%[activator]
23	-1%	0%	-7%	-5%
24	-10%	16%	2%	-8%
25	-10%	-13%	-9%	-20%
26	-19%	29%	-3%	-2%
27	14%	-37%	.	?
28	-3%	-30%	-19%	4%
29	-2%	-18%	?	-1%
30	-24%	13%	-4%	1%

Following part.
#	structure	Pol eta inh	Pol beta inh	APEX1 inh	LDHA inh	ERG-DNA inh
31	COc1ccccc1NC(=O)CSc1nc2nc(C)cc(C)c2c(=O)[nH]1	2%	23%	-2%	0	1%
32	Cc1cc(NS(=O)(=O)c2ccc(NC(=O)c3cc4cc(Br)ccc4oc3=O)cc2)no1	-8%	-26%	?	-4	10%
33	CCCCN(C)CCCNC(=O)c1ccc(N2CCCC2=O)cc1	-14%	47%	5%	1	8%
34	CCOc1ccc(NC(=O)NCCc2c(C)nn(C)c2C)cc1	-19%	-29%	.	-4	3%
35	COc1ccc(OC)c(CCNC(=O)c2ccc3c(c2)N(Cc2ccc(C)cc2)CCS3)c1	-2%	1%	.	0	5%
36	CC1(C)CC(=O)C2=C(C1)Nc1ccccc1NC2c1ccc([N+](=O)[O-])cc1 (centres undefined)	-5%	.	.	-7	17%
37	CC1(C)CC(C)(O)N(Cc2ccccc2)C(=S)N1 (centres undefined)	-20%	1%	2%	-1	10%
38	O=[N+]([O-])c1ccccc1N(CC1CO1)S(=O)(=O)c1ccccc1 (centres undefined)	-14%	-12%	1%	-3	-8%
39	CC(CNC(=O)CCc1nnc2ccc(N3CCC4(CC3)OCCO4)nn12)c1ccccc1 (centres undefined)	-3%	10%	24%	-2	10%
40	CCc1cccc(CC)c1NC(=O)C1CCC(CNS(=O)(=O)c2cccc3nsnc23)CC1 (centres undefined)	-8%	41%[activator]	.	-12	-8%

#	Pol kappa inh	RGS4 inhibitor	Anesthetic bind	ALOX12 inh
31	-14%	11%	-15%	-10%
32	-5%	-2%	-5%	-1%
33	5%	-1%	-7%	176%[activator][57.4 µM]
34	-1%[60.1 µM]	-6%	26%	-15%
35	-22%	27%	496%[activator]	?
36	-10%	25%	.	-29%
37	-7%	-11%	?	-20%
38	-9%	-10%	-14%	0%
39	-4%	11%	4%	-13%
40	3%	11%	2%	-24%

Later entries.
#	structure	Pol eta inh	Pol beta inh	APEX1 inh	LDHA inh	ERG-DNA inh
41	COc1ccc(CNC(=O)CCS(=O)(=O)c2ccc3c(c2)NC(=O)C(C)S3)cc1 (centres undefined)	5%	?	-4%	-2	-3%
42	COc1ccccc1C(=O)Nc1cc(Cl)ccc1O	5%	-23%	16%	-7	-14%
43	Cc1cc(OCC(O)CN2CCN(CCO)CC2)ccc1C(C)C (centres undefined)	-17%	8%	0%	-6	-4%
44	CC1CCCC(C)N1C(=O)Cc1ccccc1 (centres undefined)	-3%	-2%	2%	-2	-6%
45	CCC(O)C1CCN(Cc2cn(Cc3ccccc3)nc2-c2cc3ccccc3o2)CC1 (centres undefined)	-16%	1%	-1%	-10	3%

#	Pol kappa inh	RGS4 inhibitor	Anesthetic bind	ALOX12 inh
41	-9%	25%	-10%	9%
42	-12%	52%	-9%	3%
43	-4%	16%	-15%	?
44	-1%	18%	13µM*	13%
45	-8%	26%	-19%	-2%
